Assay outcomes as filed in PubChem.
Statin myotox sup – suppression of simvastatin myotoxicity; rescue of ATP level, % at 7.49 µM; 330,000 tested, 0.78% active; C2C12 myotubes + simvastatin, ATP luminescence, 48 h; scaled: DMSO 0, geranylgeraniol control 100;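 active means mean ATP rescue above about 67%, or every replicate alone reaching that limit, limit read from the data, passing the limit was not always enough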;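 further: myotubes were challenged with 10 µM simvastatin during compound exposure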
esBAF inh – inhibitors of esBAF chromatin remodeling in mouse ES cells | Bmi1-luciferase knock-in reporter, 24 h; 100% = twice the neutral-well signal | reporter increase, % at 12.5 µM | 350,000 tested, 2% active; in the data active means activation above about 40%;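 further: 0% = median of the plate's neutral control wells and 100% = double that signal; a rise in the Bmi1 reporter signal indicates esBAF inhibition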
miR-122 sensor – miR-122 inhibition in Huh7 cells. Huh7 miR-122 Renilla luciferase sensor, 48 h; neutral wells = 0, positive control = 100. activation (reporter increase), % at 12.5 µM. 340,000 tested, 0.3% active. AID 602342;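 active means mean replicate activation score at least 90 and every replicate individually at or above 90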;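 further: higher luciferase means less miR-122 activity so hits act as miR-122 inhibitors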
ARNT TACC3 PPI – disruptors of human ARNT/TACC3 interaction. inhibition, % at 9.99 µM. 390,000 tested, 0.66% active. AlphaScreen His-ARNT PAS-B/GST-TACC3 binding, luminescence; TACC3 fragment carries E629A point mutation. Q9Y6A5;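 active means mean inhibition of replicates at least 50% and at least half of replicates each reaching 50%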;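 further: 0% = complete ARNT plus TACC3 wells and 100% = ARNT alone without TACC3; many hits fall short of the cut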
ERp5 inh – blocks human ERp5 reductase activity on insulin | Q15084 | ERp5 insulin aggregation, absorbance 650 nm, 90 min | inhibition, % at 9.99 µM | 350,000 tested, 0.05% active | AID 651711;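 active means mean replicate inhibition above about 25%, with every replicate also reaching it, limit read from the data, passing the limit was not always enough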
Target sequence (Q15084 whole entry, looked up): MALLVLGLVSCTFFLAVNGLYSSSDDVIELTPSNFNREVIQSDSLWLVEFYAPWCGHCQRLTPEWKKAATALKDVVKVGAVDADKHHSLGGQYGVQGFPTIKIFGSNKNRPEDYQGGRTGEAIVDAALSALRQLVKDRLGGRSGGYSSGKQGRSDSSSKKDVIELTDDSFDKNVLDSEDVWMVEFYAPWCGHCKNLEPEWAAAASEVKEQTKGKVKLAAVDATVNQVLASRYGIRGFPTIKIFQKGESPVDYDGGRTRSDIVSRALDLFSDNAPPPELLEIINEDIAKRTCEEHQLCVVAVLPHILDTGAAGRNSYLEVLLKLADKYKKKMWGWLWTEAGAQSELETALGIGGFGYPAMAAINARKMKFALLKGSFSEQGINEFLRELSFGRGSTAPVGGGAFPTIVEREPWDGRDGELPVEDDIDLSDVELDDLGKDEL
SIRT5 block – sirtuin-5 (human) deacylase inhibition. Q9NXA8. Purified SirT5, succinyl-peptide AMC, trypsin-coupled fluorescence. AID 652115. inhibition, % at 15 µM. 330,000 tested, 1.1% active; in the data active means inhibition above about 15%
Target sequence (Q9NXA8 whole entry, looked up): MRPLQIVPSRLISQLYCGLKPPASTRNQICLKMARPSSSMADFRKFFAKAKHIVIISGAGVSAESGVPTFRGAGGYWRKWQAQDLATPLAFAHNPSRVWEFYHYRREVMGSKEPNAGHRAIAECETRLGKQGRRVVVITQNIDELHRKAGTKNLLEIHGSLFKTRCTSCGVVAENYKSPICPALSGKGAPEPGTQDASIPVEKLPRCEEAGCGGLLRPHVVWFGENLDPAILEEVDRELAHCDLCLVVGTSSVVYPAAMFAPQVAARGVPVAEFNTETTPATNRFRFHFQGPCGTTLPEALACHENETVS
Cneo AK release – Cryptococcus neoformans lysis via adenylate kinase release; 360,000 tested, 0.2% active; lysis activity, % at 15 µM; C. neoformans lysis, adenylate kinase release luminescence, 4 h; normalised: neutral wells 0, clomiphene wells 100;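 active means mean lysis activity across replicates of at least 80%, whatever share of replicates individually reach that level; inactive means mean lysis activity below 80%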
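Material – log-phase Cryptococcus neoformans yeast cells · Input – 5 × 10^6 yeast cells/mL · Medium – fresh YPD growth medium · Doses – single compound concentration per well · Timing – static 4 h at 37 °C with compound, 1 h detection · Detection – adenylate kinase release luminescence · Read-out – signal increase indicating cell lysis · Control set – Clomiphene as positive lysis control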
The depositor's hits bear a star; . = not tested or not shown; [ ] = another dose, or the depositor's remark.

compound | ERp5 inh | ARNT TACC3 PPI | SIRT5 block | esBAF inh | Cneo AK release | miR-122 sensor | Statin myotox sup
CC(C)COCc1ccc(O)c2ncccc12 | 1 | 67* | 0 | . | . | . | .
Cc1noc(C)c1S(=O)(=O)Nc1ccc2c(c1)C(=O)N([C@@H](C)CO)C[C@H](C)[C@@H](CN(C)Cc1ccc(Oc3ccccc3)cc1)O2 | -1 | 1 | 3 | 1 | 2 | -8[16.7 µM] | -22
O=C(Nc1ccc(F)cc1)N1C[C@@H]2[C@H](c3ccccc31)[C@H](CO)N2C(=O)c1ccccn1 | . | 7 | . | 2 | -1 | 13[16.7 µM] | 12
COc1cc(NC(=O)CCc2c(C)[nH]c(=O)c(C#N)c2C)cc(OC)c1 | 1 | . | -6 | -2 | -2 | -5 | -4
COc1ccc(S(=O)(=O)N2CCOCC2)cc1Br | 4 | -8 | 1 | 0 | -1 | 2 | 21
CCC(=O)N(C)C[C@H]1[C@H](c2ccccc2)[C@@H](CO)N1C(=O)Cc1ccncc1 | -3 | 0 | 8 | 2 | 0 | 50[16.7 µM] | 3
CCOc1ccc(CN(C)C(=O)CNC(=O)c2sc3ccccc3c2Cl)cc1 | 5 | -5 | -1 | 25 | -1 | -3 | -6
CN(C(=O)COC(=O)c1cncc(Br)c1)C1CCS(=O)(=O)C1 (configuration not stated) | -1 | -9 | 6 | . | . | . | .
CN(CC(=O)Nc1ccc(Cl)c(Cl)c1)CC(=O)Nc1ccc2c(c1)OCO2 | 3 | 12 | -4 | 1 | -2 | -4 | 4
CCOC(=O)c1c(C)[nH]c(C)c1S(=O)(=O)NCCCN1CCOCC1 | 0 | -4 | -3 | -5 | . | -8 | -4
Cc1ccc(NS(=O)(=O)c2ccc(CCC(=O)N3CCCC3)cc2)cc1 | 2 | 1 | -2 | . | . | . | .
Cc1ccc(S(=O)(=O)N2CCN(Cc3ccccc3C(F)(F)F)CC2)cc1 | . | -4 | . | -2 | -6 | 0 | 12
COC(=O)c1sccc1NC(=O)CSc1ccccc1NS(=O)(=O)c1cc(Cl)ccc1Cl | . | 7 | . | 0 | 0 | -1 | -1
CCOc1ncccc1C(=O)Oc1ccc2c(c1)OCO2 | . | -3 | . | -4 | 0 | -12 | 15
CC(Oc1cccc2c1OC(C)(C)C2)C(=O)O (configuration not stated) | . | 2 | . | -7 | -1 | -4 | -15
C[C@@H]1CCCCO[C@@H](CN(C)C)[C@H](C)CN([C@H](C)CO)C(=O)c2cc(NS(=O)(=O)c3cccs3)ccc2O1 | -6 | -2 | 7 | 0 | -2 | 3[16.7 µM] | .
O=C1NC(Cc2c[nH]c3ccccc23)C(=O)N1c1ccc(F)cc1 (configuration not stated) | . | 4 | . | 2 | -1 | -5 | 14
O=C(Cc1ccc(S(=O)(=O)N2CCOCC2)s1)Nc1ccccc1N1CCOCC1 | -5 | -2 | 0 | 4 | 1 | -5 | 1
COC(=O)C(c1ccccc1)C1(O)CC(C)N(C)CC1C (configuration not stated) | 3 | -5 | 26* | 1 | -2 | 4 | -3
COCCNC(=O)Nc1ccc2nc(-c3ccco3)c(-c3ccco3)nc2c1 | 14 | 19 | 2 | . | . | -11 | .
CC(=O)c1cccc(N/C=C\c2nnnn2-c2ccc(F)cc2)c1 | . | -4 | . | 25 | 1 | -2 | -2
COc1ccc(N2CCN(C(=O)c3c(C)nn(-c4ccccc4)c3C)CC2)cc1 | . | -5 | . | 4 | . | -21 | -5
CC(OC(=O)C1=NN(c2ccccc2)C(=O)CC1)C(=O)NC1CCCCC1C (configuration not stated) | 0 | . | -2 | 0 | 0 | -2 | 6
COc1ccccc1C(=O)N1CCCC(C)(C(=O)NS(=O)(=O)C2CC2)C1 (configuration not stated) | 0 | . | . | 1 | 2 | . | 4
CC(C)(C)C(=O)CN1C(=O)NC2(CCOc3ccccc32)C1=O (configuration not stated) | -4 | -11 | 2 | -18 | 2 | . | 0

Other entries
compound | ERp5 inh | ARNT TACC3 PPI | SIRT5 block | esBAF inh | Cneo AK release | miR-122 sensor | Statin myotox sup
CCC(C)NC(=O)c1cn(CC)c2ccc(S(=O)(=O)N(C)C)cc2c1=O (configuration not stated) | 3 | 2 | -3 | -11 | 0 | 1 | 0
Cc1noc(C)c1S(=O)(=O)Nc1ccc2c(c1)C(=O)N([C@H](C)CO)C[C@H](C)[C@@H](CN(C)C(=O)Cc1ccccc1)OCCCC[C@H](C)O2 | 9 | -6 | 0 | 7 | 0 | 8[16.7 µM] | 2
CCCNC(=O)[C@H]1[C@H](CO)[C@H]2Cn3c(ccc(C4=CCCCC4)c3=O)[C@@H]1N2CCC | -7 | -13 | -18 | -1 | 0 | 2[16.7 µM] | -15
Cc1nn(CC(=O)O)c(C)c1N | 1 | -9 | -3 | -8 | -2 | -2 | -4
O=C(Nc1ccc(NC(=O)c2cccs2)cc1)c1ccc2c(c1)OCO2 | -1 | -5 | -2 | -9 | 0 | -12 | -186
CO[C@@H]1CN(C)C(=O)c2ccc(NC(C)=O)cc2OC[C@H](C)N(C(=O)c2ccccn2)C[C@H]1C | 2 | -4 | 0 | -1 | 1 | 28[16.7 µM] | -5
CCc1ccc(/C=C2\SC(=S)N(CCCC(=O)Nc3ccc(C(=O)O)cc3)C2=O)cc1 | 3 | 5 | 4 | -58 | -3 | 4 | -14
COCCNS(=O)(=O)c1ccccc1 | 5 | -1 | 1 | -4 | 0 | 1 | 11
O=C(Nc1cccc(F)c1)N1CCCCN2[C@H](C1)[C@H](c1ccc(C#Cc3cccnc3)cc1)[C@@H]2CO | 1 | -8 | 7 | 2 | -1 | 3[16.7 µM] | -11
Cc1cc(C(F)(F)F)n(-c2nc(C(=O)O)cs2)n1 | 1 | -5 | . | 2 | -2 | -8 | 3
COc1ccc(S(=O)(=O)N2CCOC23CCN(S(=O)(=O)c2ccc(F)cc2C)CC3)cc1 | -8 | 3 | -1 | -7 | -1 | 7 | 16
CC(C)C[C@H](NC(=O)c1nc[nH]c1C(=O)N(C)Cc1ccccc1)C(=O)OCc1ccccc1 | -3 | 9 | . | -8 | 0 | -11 | -5
COC(=O)CNC(=O)C(C)(C)Oc1ccc(Cl)cc1 | . | -4 | . | -9 | -1 | -4 | -11
COc1ccc(CNC(=O)CCN2C(=O)[C@@H]3Cc4ccccc4CN3C2=O)cc1 | -2 | -4 | -3 | -1 | 0 | -13 | -6
CCOC(=O)[C@@H]1[C@H]2COc3ccc(Br)cc3[C@@H]2N2C(=O)N(c3ccc(Cl)cc3)C(=O)[C@]12C | 5 | 0 | . | 4 | 0 | -1 | 4
COc1ccc(Cl)cc1N(C(=O)Nc1cccc(Cl)c1)C1=NCC(C)S1 (configuration not stated) | . | -2 | . | 5 | 0 | -7 | -3
COc1ccccc1C(=O)N/C(=C/c1ccco1)C(=O)Nc1cccc(C(=O)O)c1 | 3 | 38 | 5 | 5 | 4 | 6 | 4
C[C@@H]1CN([C@H](C)CO)C(=O)c2cc(C3=CCCCC3)cnc2O[C@@H]1CN(C)Cc1ccc(C(=O)O)cc1 | 0 | 6 | -3 | 3 | -2 | -1[16.7 µM] | 10
CCS(=O)(=O)Nc1ccc2c(c1)C(=O)N(C)[C@@H]1CC[C@H](CC(=O)OC)O[C@H]1CO2 | 2 | -15 | 1 | 3 | -3 | 13[16.7 µM] | -2
CCc1ccc(C(=O)NNC(=O)c2c(CC)noc2C)cc1 | -7 | -14 | 1 | 15 | 1 | . | -1
Cc1ccc(-c2cc(C(=O)NCC3CCCO3)c3ccccc3n2)cc1C (configuration not stated) | 1 | -9 | 2 | . | . | . | .
COc1cccc(Cn2cccc(NC(=O)Nc3ccccc3C)c2=O)c1 | 2 | -4 | -2 | . | . | . | .
COc1ccc(C(C[N+](=O)[O-])c2c(C)cc3ccccn23)cc1 (configuration not stated) | 3 | . | 0 | 12 | 0 | 2 | 0
COc1cccc(C(=O)N2CCN(S(=O)(=O)Cc3ccccc3)CC2)c1OC | . | -9 | . | -2 | 8 | -1 | .
COc1ccccc1NC(=S)N(CCc1ccc(OC)c(OC)c1)Cc1ccccn1 | -1 | 0 | -3 | 3 | 1 | -1 | -1
COc1c(C)cc(C(=O)C2CCCN(C(=O)Cn3nc(C)nc3C)C2)cc1C (configuration not stated) | 2 | 37 | -5 | -2 | 2 | 6 | -9
O=C(NNCc1ccccc1)c1ccccc1 | -5 | -18 | . | -47 | 3 | 1 | -6

By substructure: those above with a halogen
compound | ERp5 inh | ARNT TACC3 PPI | SIRT5 block | esBAF inh | Cneo AK release | miR-122 sensor | Statin myotox sup
O=C(Nc1ccc(F)cc1)N1C[C@@H]2[C@H](c3ccccc31)[C@H](CO)N2C(=O)c1ccccn1 | . | 7 | . | 2 | -1 | 13[16.7 µM] | 12
COc1ccc(S(=O)(=O)N2CCOCC2)cc1Br | 4 | -8 | 1 | 0 | -1 | 2 | 21
CCOc1ccc(CN(C)C(=O)CNC(=O)c2sc3ccccc3c2Cl)cc1 | 5 | -5 | -1 | 25 | -1 | -3 | -6
CN(C(=O)COC(=O)c1cncc(Br)c1)C1CCS(=O)(=O)C1 (configuration not stated) | -1 | -9 | 6 | . | . | . | .
CN(CC(=O)Nc1ccc(Cl)c(Cl)c1)CC(=O)Nc1ccc2c(c1)OCO2 | 3 | 12 | -4 | 1 | -2 | -4 | 4
Cc1ccc(S(=O)(=O)N2CCN(Cc3ccccc3C(F)(F)F)CC2)cc1 | . | -4 | . | -2 | -6 | 0 | 12
COC(=O)c1sccc1NC(=O)CSc1ccccc1NS(=O)(=O)c1cc(Cl)ccc1Cl | . | 7 | . | 0 | 0 | -1 | -1
O=C1NC(Cc2c[nH]c3ccccc23)C(=O)N1c1ccc(F)cc1 (configuration not stated) | . | 4 | . | 2 | -1 | -5 | 14
CC(=O)c1cccc(N/C=C\c2nnnn2-c2ccc(F)cc2)c1 | . | -4 | . | 25 | 1 | -2 | -2
O=C(Nc1cccc(F)c1)N1CCCCN2[C@H](C1)[C@H](c1ccc(C#Cc3cccnc3)cc1)[C@@H]2CO | 1 | -8 | 7 | 2 | -1 | 3[16.7 µM] | -11
Cc1cc(C(F)(F)F)n(-c2nc(C(=O)O)cs2)n1 | 1 | -5 | . | 2 | -2 | -8 | 3
COc1ccc(S(=O)(=O)N2CCOC23CCN(S(=O)(=O)c2ccc(F)cc2C)CC3)cc1 | -8 | 3 | -1 | -7 | -1 | 7 | 16
COC(=O)CNC(=O)C(C)(C)Oc1ccc(Cl)cc1 | . | -4 | . | -9 | -1 | -4 | -11
CCOC(=O)[C@@H]1[C@H]2COc3ccc(Br)cc3[C@@H]2N2C(=O)N(c3ccc(Cl)cc3)C(=O)[C@]12C | 5 | 0 | . | 4 | 0 | -1 | 4
COc1ccc(Cl)cc1N(C(=O)Nc1cccc(Cl)c1)C1=NCC(C)S1 (configuration not stated) | . | -2 | . | 5 | 0 | -7 | -3
